Source: PubChem BioAssay (several laboratories)
AddAB inh: less growth of phage-infected E. coli with AddAB; E. coli expressing H. pylori AddAB, absorbance growth; inhibition, % at 11.9 µM; 330,000 compounds, 0.29% hits; AID 435030; in the data active = inhibition above about 12%;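 note: 0% = vehicle wells of infected cells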
MOR-DOR inv ag: mu-delta opioid heterodimer inverse agonism | 340,000 compounds, 0.21% hits | cell-based MOR-DOR heterodimer luminescence | P35372+P41143 | inhibition, % at 9.3 µM | AID 504357; in the data active = inhibition above about 22%, passing the limit was not always enough;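 note: 0% = cells with DMSO and 100% = wells without cells with DMSO; values of inactives mirror those of a sister screen read the other way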
phage Ecoli inh: E. coli growth loss with phage present | AID 651602 | 360,000 compounds, 0.26% hits | inhibition, % at 11.9 µM | growth absorbance; in the data active = inhibition above about 11%
HTR5A ag ctr: counter-screen for OPRM1-OPRD1 agonists: human HTR5A agonism; HTR5A agonist assay, luminescence, cell-based; P47898; 340,000 compounds, 0.61% hits; AID 504692; activation, % at 9.3 µM; in the data active = activation mostly above about 9.5%, no sharp cut-off; inactive = mostly below about 7.6%;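 note: 0% = cells with vehicle only and 100% = reference agonist; strong numbers were not always called active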
Target sequence (P47898 whole entry, looked up): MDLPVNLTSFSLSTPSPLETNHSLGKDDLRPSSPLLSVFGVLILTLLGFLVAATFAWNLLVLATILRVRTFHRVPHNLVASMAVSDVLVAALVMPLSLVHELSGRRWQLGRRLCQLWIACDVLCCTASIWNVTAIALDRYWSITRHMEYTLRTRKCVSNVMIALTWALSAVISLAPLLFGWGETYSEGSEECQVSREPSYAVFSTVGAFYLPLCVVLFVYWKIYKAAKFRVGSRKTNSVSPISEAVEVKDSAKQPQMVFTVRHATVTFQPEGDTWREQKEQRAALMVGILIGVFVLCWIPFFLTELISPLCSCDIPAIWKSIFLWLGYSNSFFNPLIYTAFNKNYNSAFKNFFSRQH
PKA-R1A act: PKA-R1A complex activation. 340,000 compounds, 0.083% hits. activation, % at 11.4 µM. PKA-R1A dissociation, Cy5-IP20 fluorescence polarization; scaled: DMSO 0%, 113 µM cGMP 100%. AID 504707. P00514+P68181;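 active = percent activation above the mean of all tested compounds plus 3 SD, cut at about 19% in these data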;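 note: higher means more PKAc released from R1A so a rise in polarization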
PfHsp90 yeast 2: inhibits growth of yeast expressing Plasmodium falciparum Hsp90; S. cerevisiae expressing PfHsp90, BacTiter-Glo ATP, 48 h; yeast lacking PDR1 and PDR3 efflux regulators; 310,000 compounds, 0.32% hits; AID 504621; inhibition, % at 9.4 µM;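 active = every replicate shows inhibition above about 80%, whatever the replicate mean, limit read from the data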;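 note: 0% = DMSO neutral controls and 100% = 20 µM radicicol positive controls; yeast relying on Plasmodium falciparum Hsp90 in place of its own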
HTR5A inv ag: inverse agonist of human HTR5A in OPRM1-OPRD1 counter-screen; P47898; HTR5A cell line, luminescence, inverse agonism; inhibition, % at 9.3 µM; 340,000 compounds, 0.083% hits; in the data active = inhibition mostly above about 23%, no sharp cut-off; inactive = mostly below about 18%;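 note: 0% = cells with DMSO and 100% = no-cell wells with DMSO; some compounds called inactive have numbers as strong as hits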
SUMO Mot1 rescue: inhibitors of SUMOylation pathway: yeast Mot1-301 growth rescue; S. cerevisiae Mot1-301 growth rescue, ATP luminescence, 38.5C; percent above DMSO median, 100 means doubled; growth rescue, % at 18.8 µM; 320,000 compounds, 1% hits;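 active = every valid replicate shows activation above 250% relative to neutral control wells; inactive = the rest, any valid replicate at or below 250%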;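 note: OY570 slx delta 5 strain wells were the positive control but not used for scaling; some compounds called inactive have numbers as strong as hits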
Ecoli viability: reduces bacterial viability in AddAB counter-screen. E. coli V3065 growth, OD600 absorbance, 18 h. inhibition, % at 11.9 µM. 330,000 compounds, 0.27% hits;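 active = inhibition above the campaign's mean inhibition across all tested compounds plus 3 SD, cut at about 9.9% in these data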;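 note: uninfected addAB+ strain grown without phage in ampicillin broth; 0% = DMSO wells and 100% = ciprofloxacin 0.95 µg/ml wells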
Pemphigus Ab inh: blocks pemphigus antibody binding to human desmoglein-3; P32926; DSG3-coupled beads, scFv-anti-DSG3-GFP binding, flow cytometry; hits give low values; binding (percent of control), % at 10 µM; 310,000 compounds, 0.48% hits; AID 588358;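 active = binding more than 3 SD below its plate's average and above zero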;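 note: hits lower antibody fragment binding to DSG3; some compounds called inactive have numbers as strong as hits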
MOR-DOR ag: agonists of human mu-delta opioid receptor heterodimerization; P35372+P41143; cells, OPRM1-OPRD1 heterodimerization, luminescence; activation, % at 9.3 µM; 340,000 compounds, 0.3% hits; in the data active = activation above about 18%;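 note: 0% = vehicle-treated cells and 100% = reference agonist; values of inactives mirror those of a sister screen read the other way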
An asterisk follows results filed as active.

A first look, 2 compounds:
Screening CC(=O)Nc1ccc(NC(=O)C(C)OC(=O)/C(C#N)=C/c2ccc(N(C)C)cc2)cc1 (stereo not given) returned AddAB inh -0.9, MOR-DOR inv ag -11.2, phage Ecoli inh 6.3, HTR5A ag ctr -5.8, PKA-R1A act 8.1, PfHsp90 yeast 2 -13.3, HTR5A inv ag 14.6, SUMO Mot1 rescue -10.6, Ecoli viability -2.5, Pemphigus Ab inh 116.5 and MOR-DOR ag 2.0.
Screening CCNc1c(NC(=O)c2ccc3c(c2)OCO3)c(=O)oc2ccccc12 returned AddAB inh 4.7, MOR-DOR inv ag -5.7, phage Ecoli inh 0.9, HTR5A ag ctr -2.9, PKA-R1A act 3.5, PfHsp90 yeast 2 2.3, HTR5A inv ag 1.7, SUMO Mot1 rescue -2.2, Ecoli viability -0.5, Pemphigus Ab inh 97.8 and MOR-DOR ag 1.1.

Main list, from the first entry:
Screening CC(=O)Nc1ccc(NC(=O)C(C)OC(=O)/C(C#N)=C/c2ccc(N(C)C)cc2)cc1 (stereo not given) returned AddAB inh -0.9, MOR-DOR inv ag -11.2, phage Ecoli inh 6.3, HTR5A ag ctr -5.8, PKA-R1A act 8.1, PfHsp90 yeast 2 -13.3, HTR5A inv ag 14.6, SUMO Mot1 rescue -10.6, Ecoli viability -2.5, Pemphigus Ab inh 116.5 and MOR-DOR ag 2.0.
Screening CCNc1c(NC(=O)c2ccc3c(c2)OCO3)c(=O)oc2ccccc12 returned AddAB inh 4.7, MOR-DOR inv ag -5.7, phage Ecoli inh 0.9, HTR5A ag ctr -2.9, PKA-R1A act 3.5, PfHsp90 yeast 2 2.3, HTR5A inv ag 1.7, SUMO Mot1 rescue -2.2, Ecoli viability -0.5, Pemphigus Ab inh 97.8 and MOR-DOR ag 1.1.
CCOC(=O)N1CCN(C(=O)c2ccc3c(c2)N(CC)CCS3)CC1 was read as AddAB inh -1.0, MOR-DOR inv ag 8.0, phage Ecoli inh 2.9, HTR5A ag ctr -1.1, PKA-R1A act 7.1, PfHsp90 yeast 2 19.2, HTR5A inv ag -27.9, SUMO Mot1 rescue -11.0, Ecoli viability -2.5, Pemphigus Ab inh 113.2 and MOR-DOR ag -1.4.
COc1ccccc1Nc1ccc(N)cc1 was read as AddAB inh 1.5, MOR-DOR inv ag -19.2, phage Ecoli inh 1.1, HTR5A ag ctr 6.2, PKA-R1A act -1.7, PfHsp90 yeast 2 25.4, HTR5A inv ag -17.6, SUMO Mot1 rescue -13.7, Ecoli viability -2.2, Pemphigus Ab inh 38.9* and MOR-DOR ag 3.8.
CNC(=O)COc1coc(CN2CCN(c3ccccc3)CC2)cc1=O was read as AddAB inh 1.6, MOR-DOR inv ag 8.6, phage Ecoli inh 4.3, HTR5A ag ctr 1.4, PKA-R1A act -3.6, PfHsp90 yeast 2 7.8, HTR5A inv ag -1.9, SUMO Mot1 rescue 4.2, Ecoli viability 0.7, Pemphigus Ab inh 109.1 and MOR-DOR ag -1.7.
For CCOC(=O)N1CCN(C(=O)c2cc3c(s2)-c2ccc(Cl)cc2S(=O)(=O)C3)CC1 the results were AddAB inh 3.2, MOR-DOR inv ag 1.1, phage Ecoli inh 4.4, HTR5A ag ctr -2.7, PKA-R1A act -0.2, PfHsp90 yeast 2 12.1, HTR5A inv ag -7.3, SUMO Mot1 rescue 5.9, Ecoli viability -0.7, Pemphigus Ab inh 97.5 and MOR-DOR ag -0.2.
`COc1cccc(-n2c(SCC(N)=O)nnc2-c2ccco2)c1` gave MOR-DOR inv ag 4.2, phage Ecoli inh 2.7, HTR5A ag ctr -0.1, PKA-R1A act -6.4, PfHsp90 yeast 2 7.6, HTR5A inv ag 0.2, SUMO Mot1 rescue -3.1, Pemphigus Ab inh 122.8 and MOR-DOR ag -0.8.
CC1CCCC(C)N1C(=O)CSc1nnc(C2CCCCC2)o1 (stereo not given) was read as AddAB inh 1.6, MOR-DOR inv ag 11.9, phage Ecoli inh 2.2, HTR5A ag ctr 2.8, PKA-R1A act 6.9, PfHsp90 yeast 2 11.0, HTR5A inv ag -1.0, Ecoli viability 0.3 and MOR-DOR ag -2.4.
`CSc1ccccc1NC(=O)CN(C)CC(=O)Nc1ccc(Cl)cc1[N+](=O)[O-]` gave AddAB inh 1.4, MOR-DOR inv ag -19.5, phage Ecoli inh 2.8, HTR5A ag ctr 2.0, PKA-R1A act -13.2, HTR5A inv ag 27.6, SUMO Mot1 rescue 21.8, Ecoli viability 0.1, Pemphigus Ab inh 119.9 and MOR-DOR ag 3.7.
Screening CC(C)C[C@@H](CN)NC(=O)c1nc[nH]c1C(=O)N[C@@H](Cc1c[nH]c2ccccc12)C(=O)CNC[C@H](C)NC(=O)c1nc[nH]c1C(=O)N[C@@H](CC(=O)O)C(=O)O returned MOR-DOR inv ag 17.5, phage Ecoli inh 2.3, HTR5A ag ctr -1.8, PKA-R1A act 3.8, PfHsp90 yeast 2 -0.3, HTR5A inv ag 6.7, Pemphigus Ab inh 162.0 and MOR-DOR ag -3.8.
`C[C@H](O)[C@@H]1C(=O)N2CCc3ccc(-c4cccc(F)c4)cc3[C@@H]2C[C@@H]1N(C)S(=O)(=O)c1ccccc1` gave MOR-DOR inv ag 0.6, phage Ecoli inh 0.8, HTR5A ag ctr 4.8, PKA-R1A act -9.4, PfHsp90 yeast 2 -7.5, HTR5A inv ag -16.5, Pemphigus Ab inh 97.9 and MOR-DOR ag -0.1.
`O=C(Cc1ccc(Cl)cc1)NNC(=S)NC(=O)c1cccnc1` gave AddAB inh 5.5, MOR-DOR inv ag 13.3, phage Ecoli inh 0.1, HTR5A ag ctr 0.3, PKA-R1A act -3.5, PfHsp90 yeast 2 5.1, HTR5A inv ag -0.9, SUMO Mot1 rescue -11.9, Ecoli viability -0.3, Pemphigus Ab inh 97.2 and MOR-DOR ag -2.6.
For c1ccc(NC2=NCCN2CCCC2CCCCC2)cc1 the results were AddAB inh 4.2, MOR-DOR inv ag -0.8, phage Ecoli inh 6.6, HTR5A ag ctr 0.3, PKA-R1A act -1.0, PfHsp90 yeast 2 -7.2, HTR5A inv ag -0.9, SUMO Mot1 rescue 6.2, Ecoli viability 4.4, Pemphigus Ab inh 102.8 and MOR-DOR ag 0.1.
`CN1C2C=C3C(C#N)=C(N)C(C#N)(C#N)[C@H](c4c(F)cccc4F)[C@H]3C1CC2` (stereo not given in full) gave AddAB inh -2.5, MOR-DOR inv ag -10.3, phage Ecoli inh 1.2, HTR5A ag ctr -3.6, PKA-R1A act 0.6, PfHsp90 yeast 2 5.1, HTR5A inv ag 8.4, SUMO Mot1 rescue 2.1, Ecoli viability -2.8, Pemphigus Ab inh 99.7 and MOR-DOR ag 1.7.
CCN(CC)c1ccc(NC(=O)c2cccc(C)c2)cc1S(=O)(=O)Nc1ccccc1OC was read as AddAB inh -0.7, MOR-DOR inv ag 1.5, phage Ecoli inh 1.2, HTR5A ag ctr -3.0, PKA-R1A act 1.7, PfHsp90 yeast 2 1.9, HTR5A inv ag 10.1, SUMO Mot1 rescue -12.6, Ecoli viability -1.9, Pemphigus Ab inh 97.4 and MOR-DOR ag -0.3.
Screening CC1=C/C(=C\c2ccc3c(c2)OCO3)C(=O)S1 returned AddAB inh -0.2, MOR-DOR inv ag 8.6, phage Ecoli inh 2.3, HTR5A ag ctr 4.5, PKA-R1A act 4.6, PfHsp90 yeast 2 -2.1, HTR5A inv ag 15.1, SUMO Mot1 rescue 106.1, Ecoli viability -1.2, Pemphigus Ab inh 96.4 and MOR-DOR ag -1.4.
COc1ccc2[nH]c(=O)c(-c3nnn(-c4ccc(F)cc4)n3)cc2c1 was read as AddAB inh 1.4, MOR-DOR inv ag 16.6, phage Ecoli inh 1.8, HTR5A ag ctr -2.0, PKA-R1A act 3.4, PfHsp90 yeast 2 0.6, HTR5A inv ag 5.3, SUMO Mot1 rescue 7.0, Ecoli viability -0.6, Pemphigus Ab inh 103.0 and MOR-DOR ag -2.9.
O=C1CSC(c2ccccc2F)N1c1cc(Cl)ccc1O (stereo not given) was read as AddAB inh 0.4, MOR-DOR inv ag 13.8, phage Ecoli inh 1.1, HTR5A ag ctr -2.5, PKA-R1A act 4.5, PfHsp90 yeast 2 10.7, HTR5A inv ag 6.8, SUMO Mot1 rescue -10.0, Ecoli viability 0.4 and MOR-DOR ag -2.3.
Screening COc1ccc(CCN(Cc2ccccn2)C(=S)Nc2cccc(C)c2)cc1OC returned AddAB inh 2.0, MOR-DOR inv ag -20.7, phage Ecoli inh -0.3, HTR5A ag ctr 3.6, PKA-R1A act -2.3, PfHsp90 yeast 2 3.9, HTR5A inv ag -24.3, Ecoli viability 1.1, Pemphigus Ab inh 102.3 and MOR-DOR ag 4.0.
For CCn1ncc(Br)c1C(=O)NC(C)c1ccccc1 (stereo not given) the results were AddAB inh 0.2, MOR-DOR inv ag 8.1, phage Ecoli inh 2.5, HTR5A ag ctr 4.1, PKA-R1A act 2.7, PfHsp90 yeast 2 -24.6, HTR5A inv ag -11.0, SUMO Mot1 rescue -4.3, Ecoli viability -2.5 and MOR-DOR ag -1.3.
CC(Nc1ccc(Br)cc1)C(=O)N/N=C/c1ccccc1OCc1ccccc1 (stereo not given) was read as AddAB inh -1.2, MOR-DOR inv ag -9.7, phage Ecoli inh 2.3, HTR5A ag ctr -2.2, PKA-R1A act 0.7, PfHsp90 yeast 2 -21.1, HTR5A inv ag -26.1, SUMO Mot1 rescue -11.3, Ecoli viability -0.6, Pemphigus Ab inh 89.2 and MOR-DOR ag 1.9.
Screening COc1ccc(CCNC(=O)Nc2cc(F)c(F)cc2Cl)cc1OC returned AddAB inh 3.1, MOR-DOR inv ag -5.2, phage Ecoli inh -2.4, HTR5A ag ctr 1.6, PKA-R1A act 7.0, PfHsp90 yeast 2 -12.9, HTR5A inv ag -5.8, SUMO Mot1 rescue 10.9, Ecoli viability 0.2, Pemphigus Ab inh 100.0 and MOR-DOR ag 1.1.
For CC(=O)Nc1ccc(S(=O)(=O)NCCSCc2ccc(Cl)cc2Cl)cc1 the results were AddAB inh 1.5, MOR-DOR inv ag -16.1, phage Ecoli inh 3.3, HTR5A ag ctr 1.0, PKA-R1A act 4.3, PfHsp90 yeast 2 -24.1, HTR5A inv ag -32.3, Ecoli viability -0.2, Pemphigus Ab inh 102.2 and MOR-DOR ag 2.7.
O=C(CSc1nnc2ccccn12)Nc1ccccc1Cl was read as AddAB inh 0.6, MOR-DOR inv ag 8.6, phage Ecoli inh 3.9, HTR5A ag ctr -1.4, PKA-R1A act 4.4, PfHsp90 yeast 2 19.3, HTR5A inv ag 5.3, SUMO Mot1 rescue -14.1, Ecoli viability 1.5, Pemphigus Ab inh 126.3 and MOR-DOR ag -1.8.
COC(=O)c1[nH]c2c(c1C)C(=O)CC(c1ccc(OC)c(OC)c1)C2 (stereo not given) was read as AddAB inh -2.2, MOR-DOR inv ag 5.7, phage Ecoli inh 1.2, HTR5A ag ctr -1.8, PKA-R1A act 5.6, PfHsp90 yeast 2 -6.2, HTR5A inv ag 6.6, SUMO Mot1 rescue 0.6, Ecoli viability 1.4, Pemphigus Ab inh 92.0 and MOR-DOR ag -1.1.
